Bioassay records (PubChem BioAssay)
mcGAS RapidFire: inhibitors of mouse cGAS. 0.18% of 130,000 active. recombinant mouse cGAS, cGAMP by RapidFire MS. inhibition, % at 12.5 µM. Q8C6L5;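 active = inhibition of cGAS enzyme activity at or above 60%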;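 also: enzyme stimulated by 45 bp dsDNA with ATP and GTP substrates; cGAMP share of summed cGAMP plus half ATP and half GTP signals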
Target sequence (Q8C6L5 whole entry, looked up): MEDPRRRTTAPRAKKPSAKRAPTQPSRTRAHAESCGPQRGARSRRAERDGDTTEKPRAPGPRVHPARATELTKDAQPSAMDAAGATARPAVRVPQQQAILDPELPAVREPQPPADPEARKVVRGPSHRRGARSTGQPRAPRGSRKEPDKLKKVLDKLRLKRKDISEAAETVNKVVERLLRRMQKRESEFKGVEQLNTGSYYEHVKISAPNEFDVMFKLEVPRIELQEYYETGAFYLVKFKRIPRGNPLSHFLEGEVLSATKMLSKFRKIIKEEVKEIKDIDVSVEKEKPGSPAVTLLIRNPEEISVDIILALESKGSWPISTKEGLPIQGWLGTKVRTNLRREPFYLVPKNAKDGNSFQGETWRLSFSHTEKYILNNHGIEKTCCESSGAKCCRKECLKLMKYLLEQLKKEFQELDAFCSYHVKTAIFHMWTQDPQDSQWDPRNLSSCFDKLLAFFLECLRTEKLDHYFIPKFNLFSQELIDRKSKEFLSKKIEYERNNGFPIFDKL
* hit, by the source's call; & = joins results of further samples. A portion of the library. The share of hits here may be higher or lower than overall.

CSc1ccc(CN2CCC2(C)C(=O)Nc2ccc(Cl)c(Cl)c2)cc1 (stereo not given) was read as mcGAS RapidFire -6.
For O=S(=O)(N1CCOCC1)N1CCOC(CCc2ccccc2)C1 (stereo not given) the results were mcGAS RapidFire -4.
Screening CC(C)C(C)NC(=O)Nc1nc(-c2ccccc2)ns1 (stereo not given) returned mcGAS RapidFire -4.
For Cn1nnnc1-c1cccc(NCC(=O)NC2CCOc3ccccc32)c1 (stereo not given) the results were mcGAS RapidFire 9.
Screening O=C(NCCc1cccnc1)C1CCCCC1C(=O)N1CCc2c([nH]c3ccccc23)C1 (stereo not given) returned mcGAS RapidFire 3.
CN(Cc1cnn(-c2ccc(F)cc2)c1)Cc1cnc(N(C)C)s1 was read as mcGAS RapidFire -15.
CN(CC1COCCO1)c1nccc(CCC(F)(F)F)n1 (stereo not given) was read as mcGAS RapidFire -5.
Screening CN(Cc1ccccc1)C(=O)NCc1ccnc(N2CCCC2)c1 returned mcGAS RapidFire -9.
Screening COc1ccc(Cl)cc1C(=O)N1CCCC1C(=O)O (stereo not given) returned mcGAS RapidFire 5.
O=c1cc(-c2ccccc2)nc2nc(NCc3cccc([N+](=O)[O-])c3)[nH]n12 was read as mcGAS RapidFire 7.
CN(Cc1cccc2cnccc12)Cc1cccn1-c1ncccn1 was read as mcGAS RapidFire -17.
`CC(=O)N[C@@H]1C[C@H](CC(C)C)O[C@H](c2coc3ccc(Cl)cc3c2=O)C1` gave mcGAS RapidFire -34.
Cc1ccnc2nc(C(=O)Nc3cc(Cl)ccc3N3CCCCC3)nn12 was read as mcGAS RapidFire 6.
O=C(NCc1cccnc1N1CCOCC1)c1ccc2c(c1)OCO2 was read as mcGAS RapidFire -2.
Screening Cc1ccc(C)c(N2CCn3c2nc2c3c(=O)n(C)c(=O)n2C)c1 returned mcGAS RapidFire 5.
c1ccc2sc(-c3nc4ccccc4s3)nc2c1 was read as mcGAS RapidFire -10.
CN(C)C(=O)C1CCCN1C(=O)COCc1ccccc1 (stereo not given) was read as mcGAS RapidFire -11.
`OC1=c2cccc(O)c2=C/C1=C\c1ccccc1OCc1ccccn1` gave mcGAS RapidFire 0.
COc1c(Br)cc(Cl)cc1S(=O)(=O)Nc1cc(C(=O)O)ccc1C was read as mcGAS RapidFire 7.
`Cc1nn(-c2ccc(F)cc2)c2ncc(C(=O)N3CCN(c4ccccc4)CC3)c(Cl)c12` gave mcGAS RapidFire -10.
For C#CCN(Cc1nc(-c2ccc(OC)c(OC)c2)oc1C)C1CCCCC1 the results were mcGAS RapidFire -7.
`COc1cc(OC)cc(C(=O)NCC2CCCN(C(=O)CCn3nccc3C)C2)c1` (stereo not given) gave mcGAS RapidFire 1.
CCOC1CCN(C(=O)C(=O)Nc2ccc(-c3ccccc3)cc2)CC1 was read as mcGAS RapidFire -2.
`O=C(CC1=CCCCC1)NC1CC(=O)N(CCc2ccccc2)C1` (stereo not given) gave mcGAS RapidFire 0.
Screening CC1(NC(=O)c2cnccn2)CCS(=O)(=O)C1 (stereo not given) returned mcGAS RapidFire -21.
Screening Cc1ccc(C(=O)Nc2c(C)nc3c(C)cccn3c2=O)cc1[N+](=O)[O-] returned mcGAS RapidFire 11.
O=C(NCC1CCCN(Cc2ccon2)C1)c1ccc(-c2ccccc2)cc1 (stereo not given) was read as mcGAS RapidFire -6&-4.
For COc1cccc(OCC(=O)OCc2cc(-c3cc4ccccc4o3)on2)c1 the results were mcGAS RapidFire -9.
`COc1ccccc1N1CCC(CNc2nccc(C(F)(F)F)n2)C1` (stereo not given) gave mcGAS RapidFire -3.
`Cc1[nH]c2c(c1C(=O)O)C(=O)CC(c1ccco1)C2` (stereo not given) gave mcGAS RapidFire 1.
`NCc1ccc(Oc2cccc(Cl)c2Cl)cc1` gave mcGAS RapidFire -5.
Screening CCOC(=O)[C@H](CCc1ccccc1)N[C@H]1CCc2ccccc2N(CC(=O)O)C1=O returned mcGAS RapidFire -10&-2&5.
CN(CCN1CCOCC1)c1nc2nonc2nc1NCc1cccs1 was read as mcGAS RapidFire -8.
For NCCn1ncc2c(N3CCCCCC3)ncnc21 the results were mcGAS RapidFire -8.
Screening c1ccc(C2OCCC2NCc2ccccn2)cc1 (stereo not given) returned mcGAS RapidFire 3.
Screening COc1ccc(Cl)cc1-c1ccc(/C=C(\C#N)c2nn(CCO)c(N)c2C#N)o1 returned mcGAS RapidFire 15.
Screening CC1CCCC(NC(=O)NC(=O)CN2CCCC2)C1C (stereo not given) returned mcGAS RapidFire -33.
`CC(C)c1ncc(S(=O)(=O)NCc2cccc(C#N)c2)[nH]1` gave mcGAS RapidFire -4.
CCCn1c(SC2CCN(c3ccccc3F)C2=O)n[nH]c1=O (stereo not given) was read as mcGAS RapidFire -2.
For CC(C)NC(=S)N=Nc1c(O)[nH]c2ccc([N+](=O)[O-])cc12 the results were mcGAS RapidFire -4.

Overlap with the part before: 7 compounds, then new ones.
For NCCn1ncc2c(N3CCCCCC3)ncnc21 the results were mcGAS RapidFire -8.
Screening c1ccc(C2OCCC2NCc2ccccn2)cc1 (stereo not given) returned mcGAS RapidFire 3.
Screening COc1ccc(Cl)cc1-c1ccc(/C=C(\C#N)c2nn(CCO)c(N)c2C#N)o1 returned mcGAS RapidFire 15.
Screening CC1CCCC(NC(=O)NC(=O)CN2CCCC2)C1C (stereo not given) returned mcGAS RapidFire -33.
`CC(C)c1ncc(S(=O)(=O)NCc2cccc(C#N)c2)[nH]1` gave mcGAS RapidFire -4.
CCCn1c(SC2CCN(c3ccccc3F)C2=O)n[nH]c1=O (stereo not given) was read as mcGAS RapidFire -2.
For CC(C)NC(=S)N=Nc1c(O)[nH]c2ccc([N+](=O)[O-])cc12 the results were mcGAS RapidFire -4.
Screening O=C1CSC(c2ccccn2)N1c1ccc2ccccc2c1 (stereo not given) returned mcGAS RapidFire -11.
For NC(=O)c1cc(Cl)ccc1OCc1ccccc1Br the results were mcGAS RapidFire -8.
Screening CC(C)C(NC(=O)C1CCCCC1)C(=O)N1CCN(S(=O)(=O)c2ccc(F)cc2)CC1 (stereo not given) returned mcGAS RapidFire -8.
CCNC(=O)NC(=O)CSc1nc2ccc(OCC)cc2s1 was read as mcGAS RapidFire -6.
For Cc1ccnn1CCC(=O)N1CCCC(Nc2ccc(C(C)C)cc2)C1 (stereo not given) the results were mcGAS RapidFire -13&-3.
NC(=O)c1cccc(COC(=O)C2(c3cccc(Cl)c3)CCOCC2)c1 was read as mcGAS RapidFire -6.
For CCn1c(C2CCN(c3ncnc4c(C)csc34)CC2)nn(C)c1=O the results were mcGAS RapidFire -38.
CCCC1SCCN1C(=O)C(C)OCc1cccc(OC)c1 (stereo not given) was read as mcGAS RapidFire -4.
For COc1ccc(C(O)c2ncc(-c3ccccc3C)[nH]2)cc1 (stereo not given) the results were mcGAS RapidFire -9.
Screening Cc1cc(CSc2ccccc2)ccc1NC(=O)c1ccccc1N(C)S(C)(=O)=O returned mcGAS RapidFire -9.
COc1ccc2nc(N3CCOCC3)[nH]c2c1 was read as mcGAS RapidFire -9.
For CCCc1sc(C(=O)O)cc1CC the results were mcGAS RapidFire 0.
`O=[N+]([O-])c1ccc(C=NNc2ccnc3cc(Cl)ccc23)o1` gave mcGAS RapidFire -4.
`N#CC(C(=S)Nc1ccccc1F)c1nc2ccccc2s1` (stereo not given) gave mcGAS RapidFire 5.
Screening CC(C)OCCS(=O)(=O)c1nccn1-c1cccc(F)c1 returned mcGAS RapidFire -5.
`COc1ccc(C(N)=O)cc1NC(=O)/C=C/C(C)(C)C` gave mcGAS RapidFire -5.
O=C(c1cnns1)N(Cc1ccc2c(c1)OCO2)c1ccccc1 was read as mcGAS RapidFire -35.
`CC(C)C1CN(C(=O)c2cccnn2)CCCN1CC1CC1` (stereo not given) gave mcGAS RapidFire -16.
Cn1c(Cc2ccccc2)nn(CN(C2CCCC2)C2CC2)c1=S was read as mcGAS RapidFire -4.
Screening O=C(Cc1cccc2ccccc12)NNC(=O)c1nn(Cc2ccccc2)c(=O)c2ccccc12 returned mcGAS RapidFire 1.
For CCOc1ccc(C2=NCC(CSc3n[nH]c(N)n3)S2)cc1 (stereo not given) the results were mcGAS RapidFire -4.
Screening COc1ccc(OC)c(C2NC(=O)NC3=C2C(=O)N(C)C3)c1 (stereo not given) returned mcGAS RapidFire -9.
For COc1cccc(S(=O)(=O)NC(=O)c2sccc2C2CC2)c1 the results were mcGAS RapidFire -10.
`Cc1cnccc1CNC(=O)c1ccc(OC2CCN(S(=O)(=O)N(C)C)CC2)cc1` gave mcGAS RapidFire -10.
CC1(NC(=O)CN2CCCC2C(=O)Nc2ccc(Cl)cc2Cl)CCS(=O)(=O)C1 (stereo not given) was read as mcGAS RapidFire -20.
Screening c1csc(-c2noc(-c3ccc4c(c3)OCO4)n2)c1 returned mcGAS RapidFire -40.
Cc1ccc2c(n1)[nH]n1c(=O)cc(C)nc21 was read as mcGAS RapidFire 24.
For Cc1ccc(C)c(Nc2ncnc3c2nnn3C)c1 the results were mcGAS RapidFire -9.
For CCCC(C)(C)C(=O)N1CCC1(C)C(=O)Nc1ccccc1F (stereo not given) the results were mcGAS RapidFire 0.
For CC(C)Nc1nc(-c2cc3c4c(c2)CC(=O)N4CCC3)cs1 the results were mcGAS RapidFire 0.
O=C(NCCCn1nc(-c2cccnc2)ccc1=O)c1ccc(F)c(F)c1 was read as mcGAS RapidFire -10.
For CN(CC(=O)Nc1sccc1C(N)=O)Cc1cccs1 the results were mcGAS RapidFire -4.
`CCOc1ccc(C2c3[nH]c4ccccc4c3CCN2C(=O)Cc2nonc2C)cc1` (stereo not given) gave mcGAS RapidFire -13.
For CC(=O)Nc1ccc(Cl)c(C(=O)NCCC2=CC[C@H]3C[C@@H]2C3(C)C)c1 the results were mcGAS RapidFire -11.
Screening FC(F)(F)c1ccc2c(c1)n(Cc1ccccc1Cl)c1[n+]2CCCCC1 returned mcGAS RapidFire -8.
`COc1cccc(-c2noc(-c3ccc(N4CCCC(CO)C4)nc3)n2)c1OC` (stereo not given) gave mcGAS RapidFire -6.
Screening COC(=O)Cn1c(=NC(=O)CCc2ccccc2)sc2cc(Cl)ccc21 returned mcGAS RapidFire -5.
`Cc1nc(-c2cccc(NC(=O)C3CC3)c2)sc1-c1ccccc1` gave mcGAS RapidFire -2.
For Cc1ccc2c(NC(=O)c3c(F)cccc3Cl)cccc2n1 the results were mcGAS RapidFire -4.
For O=C(NN1C(=O)C2C3CCC(O3)C2C1=O)c1ccc(Br)o1 (stereo not given) the results were mcGAS RapidFire -7.

Of the compounds above, 6 have a thiophene ring, fused or not:
CN(CCN1CCOCC1)c1nc2nonc2nc1NCc1cccs1 was read as mcGAS RapidFire -8.
For CCn1c(C2CCN(c3ncnc4c(C)csc34)CC2)nn(C)c1=O the results were mcGAS RapidFire -38.
For CCCc1sc(C(=O)O)cc1CC the results were mcGAS RapidFire 0.
For COc1cccc(S(=O)(=O)NC(=O)c2sccc2C2CC2)c1 the results were mcGAS RapidFire -10.
Screening c1csc(-c2noc(-c3ccc4c(c3)OCO4)n2)c1 returned mcGAS RapidFire -40.
For CN(CC(=O)Nc1sccc1C(N)=O)Cc1cccs1 the results were mcGAS RapidFire -4.

The list continues:
For CSCC(=O)N1CCC(CCC(=O)N2CCC(Cc3ccccc3)CC2)CC1 the results were mcGAS RapidFire 3.
For COc1ccc(NC(=O)N2CCCCC2CCN2CCOCC2)c(C)c1 (stereo not given) the results were mcGAS RapidFire -14.
For O=S(=O)(c1cccc(C(F)(F)F)c1)N1CC(c2ccncc2)C1 the results were mcGAS RapidFire -28.
CC(C)NCC(O)COC1CCC(C(C)(C)C)CC1 (stereo not given) was read as mcGAS RapidFire -12.
For CC(C)CCCC(C)C1CCC2C3CC(=O)[C@H]4C[C@@H](O)CC[C@]4(C)C3CC[C@]12C (stereo not given in full) the results were mcGAS RapidFire -8.
`CC(C)C(C)NC(=O)C1CCN(c2nc3ccccc3s2)CC1` (stereo not given) gave mcGAS RapidFire -16.
For CCCC(=O)NC(N(C)Cc1ccccc1)C(Cl)(Cl)Cl (stereo not given) the results were mcGAS RapidFire -5.
`CCC(C)NC(=O)C1CSCN1C(=O)CSc1ccc2c(c1)CCC2` (stereo not given) gave mcGAS RapidFire -4.
`Oc1cccc(-c2nnco2)c1` gave mcGAS RapidFire -2.
Screening CN(c1ccccc1)S(=O)(=O)c1cccc(NS(=O)(=O)c2cc(Cl)ccc2Cl)c1 returned mcGAS RapidFire -5.
O=C(Nc1nc2c(s1)COCC2)N1CCCC(c2ncc[nH]2)C1 (stereo not given) was read as mcGAS RapidFire -3.
For COC1CCC(C(=O)N2CCC(S(=O)(=O)c3ccccc3)CC2)CC1 (stereo not given) the results were mcGAS RapidFire 0.
Screening COc1ccccc1C(=O)NNC(=O)c1cc2cc(Cl)ccc2oc1=O returned mcGAS RapidFire -6.
CN(Cc1ccc(Cl)cc1Cl)C(=O)CNC(=O)Nc1ccccc1 was read as mcGAS RapidFire -16.
CCOC(=O)c1c(C)[nH]c(C(=O)C(C)OC(=O)c2ccccn2)c1C (stereo not given) was read as mcGAS RapidFire -4.
Screening O=[N+]([O-])c1ccc2c(c1)N=C(NNc1ccccn1)CO2 returned mcGAS RapidFire 46.
Screening N#Cc1c(N)n(-c2cccc(Br)c2)c2nc3ccccc3nc12 returned mcGAS RapidFire 5.
CCSc1nc2sc3c(c2c(=O)n1CC1CCCO1)CCC3 (stereo not given) was read as mcGAS RapidFire -15.
CCOC(=O)CSC(C)c1nnc(-c2ccccc2)o1 (stereo not given) was read as mcGAS RapidFire -5.
For CC(C)CCNC(=O)C1(C)CCN1Cc1ccc(-c2ccccn2)cc1 (stereo not given) the results were mcGAS RapidFire -8.
Cn1c2ccccc2n2c(-c3ccccc3)c(O)c(C#N)c12 was read as mcGAS RapidFire 2.
Cc1cc2ccccc2n1CC(=O)NCC(C)N1CC(C)OC(C)C1 (stereo not given) was read as mcGAS RapidFire -16.
`Cc1ccc(C(=O)NCCN2C(=O)SC(=Cc3cccc(Cl)c3Cl)C2=O)o1` gave mcGAS RapidFire -16.
For Cc1c(C(C)NC(=O)CCN2CCCO2)cnn1-c1ccccn1 (stereo not given) the results were mcGAS RapidFire -1.
